# Ba/F3 V617F tox – reduce viability of Ba/F3 cells dependent on JAK2V617F. Ba/F3 EpoR-JAK2V617F viability, ATP luminescence. inhibition, % at 5.6 µM. 1.1% of 220,000 active;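 active means inhibition above the campaign mean plus 3 SD over all tested compounds, cut at about 24% in these data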;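 further: cytokine-independent growth of Ba/F3 cells driven by EpoR plus mutant JAK2; 0% = DMSO-treated cells and 100% = JAK inhibitor I control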
# zfTRPN1 agonist – activates the zebrafish TRPN1 channel; HEK293 zebrafish TRPN1-YFP, Fluo-8 calcium fluorescence; 100% = response to 87 µM carbachol; 0.18% of 220,000 active; activation, % at 3 µM;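 active means activation above its plate's cutoff, the mean activation of test wells on that plate plus 3 SD, cut at about 19% in these data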;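 further: 0% = DMSO alone and 100% = 87 µM carbachol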
#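 System: zebrafish TRPN1-YFP in HEK293 cells / Dosing: 3 µM single point / Timing: dye loading 1 h at 37 °C, then 30 min room temperature / Signal: Fluo-8 calcium fluorescence, excitation 470-495 nm, emission 515-575 nm / Read-out basis: percent activation from peak over basal fluorescence ratio, control-normalized / Control set: high carbachol 87 µM, low DMSO alone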
# S1P4 agonist – agonists of human S1P4 receptor | O95977 | activation, % at 4.98 µM | S1P4-expressing cell line, agonist reporter assay | 0.35% of 220,000 active; in the data active means activation above about 11%;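 further: 0% = DMSO vehicle and 100% = reference agonist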
# Target sequence (O95977 whole entry, looked up): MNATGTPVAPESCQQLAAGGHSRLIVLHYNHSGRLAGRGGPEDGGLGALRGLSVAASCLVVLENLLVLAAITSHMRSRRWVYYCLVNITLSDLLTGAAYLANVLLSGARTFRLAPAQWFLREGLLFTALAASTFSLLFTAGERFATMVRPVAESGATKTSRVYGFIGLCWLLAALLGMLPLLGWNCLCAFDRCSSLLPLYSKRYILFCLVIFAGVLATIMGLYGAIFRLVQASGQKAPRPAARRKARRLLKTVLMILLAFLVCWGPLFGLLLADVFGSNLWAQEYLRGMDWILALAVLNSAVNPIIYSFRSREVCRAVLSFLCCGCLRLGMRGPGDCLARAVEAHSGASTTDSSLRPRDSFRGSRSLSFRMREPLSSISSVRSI
# S1P4 antagonist – antagonists of human S1P4 receptor. O95977. S1P4-expressing cells, antagonist mode, reporter read-out. inhibition, % at 4.98 µM. 0.26% of 220,000 active. AID 1510; in the data active means inhibition above about 29%;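 further: 0% = wells stimulated with agonist and 100% = vehicle wells without agonist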
# EP2 modulator – modulators of human EP2 prostaglandin E2 receptor. P43116. EP2-expressing cells, cAMP HTRF FRET, PGE2 co-stimulation. induction, % at 25 µM. 0.83% of 260,000 active. AID 940;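 active means compounds whose cAMP rise, as percent of the full-agonist control response, exceeds 60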;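 further: rat C6 glioma line stably carrying human EP2 under a CMV promoter; the protocol text gives 20 µM as final concentration; 100% = response of wells given 1 µM PGE2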
# Target sequence (P43116 whole entry, looked up): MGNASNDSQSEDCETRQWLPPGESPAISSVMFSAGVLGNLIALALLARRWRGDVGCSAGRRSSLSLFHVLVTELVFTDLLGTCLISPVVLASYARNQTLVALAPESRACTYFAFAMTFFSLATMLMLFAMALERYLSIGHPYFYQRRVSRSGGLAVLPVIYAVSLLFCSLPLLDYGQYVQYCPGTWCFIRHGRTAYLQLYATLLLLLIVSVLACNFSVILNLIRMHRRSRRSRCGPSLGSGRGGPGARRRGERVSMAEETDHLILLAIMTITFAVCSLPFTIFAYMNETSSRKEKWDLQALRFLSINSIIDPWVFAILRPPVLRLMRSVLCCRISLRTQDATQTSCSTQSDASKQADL
# BaF3 parental – parental Ba/F3 viability inhibition as JAK2V617F counter-screen; AID 1486; CellTiter-Glo ATP luminescence; inhibition, % at 5.6 µM; 1.1% of 220,000 active;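 active means inhibition above a per-campaign cutoff, the mean inhibition of all tested compounds plus 3 SD, cut at about 27% in these data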;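 further: 0% = DMSO wells and 100% = JAK Inhibitor I control wells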
# TRPML3 ag – agonists of human TRPML3 channel; Q8TDD5; HEK293 TRPML3-YFP, Fluo-8 calcium fluorescence; 100% = the carbachol control signal; activation, % at 3 µM; 0.29% of 220,000 active;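 active means activation above its plate's cutoff, the mean activation of the plate's test wells plus 3 SD, cut at about 12% in these data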;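 further: 0% = DMSO only wells and 100% = carbachol wells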
#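 Test system: TRPML3-YFP stable HEK293 cells. Doses: single point at 3 µM. Incubation: dye loading 1 h 37 °C then 30 min ambient, 125 s read. Signal: Fluo-8 calcium dye fluorescence, ex 470-495, em 515-575 nm. Measure: percent activation from peak-to-basal fluorescence ratio, scaled between DMSO and carbachol.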
# m-calpain inh – inhibitors of pig calpain II | purified calpain II, fluorogenic peptide substrate, 30 min | inhibition, % at 16 µM | 0.37% of 220,000 active;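 active means inhibition above about 50%, limit read from the data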
# PERK inh – human PERK inhibition, primary cell-based screen; AID 1416; 0.17% of 220,000 active; Q9NZJ5; inhibition, % at 5.6 µM; CHO PERK-DD fusion, SEAP luminescence translation reporter;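 active means inhibition above the mean inhibition of all tested compounds plus 3 SD, set separately per screening campaign, cut at about 2.9% in these data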;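 further: PERK kinase domain activated by AP20187 dimerizer at 100 nM; 0% = DMSO with dimerizer and 100% = rapamycin at 8.4 µM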
# The depositor's hits bear a star; i = inactive; / = no result given; & = joins results of further samples. Rows are unselected (roughly 3.6% active in at least one column).
canonical_smiles,Ba/F3 V617F tox,zfTRPN1 agonist,S1P4 agonist,S1P4 antagonist,EP2 modulator,BaF3 parental,TRPML3 ag,m-calpain inh,PERK inh
CC1CCCCN1CC(=O)Nc1ccc(Oc2ccccc2)cc1 (stereo not given),3,-1.0,2.5,-17,-35,3,0.5,-12,-0.1
Cc1ccc(N(C(=O)Nc2ccccc2)C2=NCC(C)S2)cc1 (stereo not given),-5,-0.9,-0.5,-3,41,0,0.4,18,-0.4
C#CCNC(=O)C1=C[C@H](C2CC2)C[C@H](OCCCCO)O1,-1,-0.1,-1.0,-10,3,0,0.8,3,1.0
O=C(CCCSc1nc2ccccc2s1)NCc1ccco1,0,-1.0,-0.1,-5,-68,-1,-0.3,-10,0.6
CC(=O)NNC(=O)c1[nH]c2ccc(Cl)cc2c1-c1ccccc1,-1,3.5,2.0,-4,-23,-1,0.8,-9,0.1
COc1ccc(N2CCCn3c2nc2c3c(=O)n(Cc3ccc(C)cc3)c(=O)n2C)c(OC)c1,7,-1.7,2.0,-6,-18,10,-0.7,-4,-0.8
Fc1cccc(NC(=S)NCCN2CCOCC2)c1,2,0.4,-0.5,5,13,7,0.3,21,-0.2
O=C(COC(=O)CCCSc1nc2ccccc2[nH]1)NC(=O)NC1CCCC1,-3,1.3,-1.8,-9,13,2,-1.1,-10,0.4
Cc1ccccc1C(=O)Nc1ccc(N2CCCC2)cc1,3,1.1,-0.8,-20,-65,8,-0.1,30,-0.4
Cc1ccccc1NC(=S)N(CCN(C)C)C(C)c1cccnc1 (stereo not given),-2,0.5,2.4,-19,4,3,0.7,-21,1.4
O=C(/C=C/NCC(=O)c1ccccc1)c1ccc(Br)cc1,2,0.9,-0.2,-7,-7,6,1.1,-23,1.1
O=C(NNC(=O)c1cccc(S(=O)(=O)N2CCN(c3ccccc3)CC2)c1)c1ccc(Cl)cc1,0,-0.4,2.5,-30,15,5,0.9,-49,0.7
O=C(CSc1nnnn1-c1cccc2ccccc12)NC(C(=O)O)(c1ccccc1)c1ccccc1,-3,0.2,0.0,-1,18,3,0.2,-49,1.1
Cn1c(SCC(=O)Nc2ccc3nc(SCC(=O)N4CCCC4)sc3c2)nnc1-c1ccccc1,0,1.7,-0.1,10,10,1,0.1,-89,-0.1
CN(CCc1ccccn1)S(=O)(=O)c1ccc(F)cc1,5,0.6,-0.5,7,25,3,0.2,7,0.5
COc1ccc2nc(C)cc(N3CC(C)OC(C)C3)c2c1 (stereo not given),-4,0.6,2.4,-20,-2,1,-0.4,2,-1.1
COc1ccc([C@H]2[C@H](C(C)=O)N3N=Cc4ccccc4C3C23C(=O)OC(C)(C)OC3=O)cc1 (stereo not given in full),-4,0.3,3.4,-21,3,2,1.0,-7,0.9
COc1ccc(CN2CCc3ccccc3C2)c(OC)c1,-2,1.0,1.8,-14,4,-4,0.7,-18,-0.3
O=C(c1cnn2ccccc12)N(Cc1ccco1)C1CCCC1,-2,1.5,0.6,-1,0,3,-0.4,-7,-0.6
O=C(NC(C(=O)c1ccccc1)N1CCOCC1)c1cccs1 (stereo not given),0,-0.3,0.5,1,14,5,0.6,0,1.1
COc1ccc(OC)c(C2=Nn3c(nnc3C3CCCCC3)SC2)c1,-1,-2.4,0.2,-2,42,6,-0.7,-136,-2.1
CCOC(=O)CSc1nc2cc(OCC)ccc2cc1C#N,3,-1.1,0.8,10,39,4,-0.8,-299,-1.0
O=C(CN1CCc2ccccc2C1)Nc1ccc(Br)cc1,-4,-1.2,2.5,10,-48,0,0.0,27,0.0
Nc1nnc(CC(=O)N/N=C/c2ccc(-c3ccc(Cl)cc3Cl)o2)s1,1,0.5,1.4,-4,-16,-1,-0.2,-55,0.4
CC(C)Cn1c2c(c(O)c(C(=O)Nc3nc4ccccc4s3)c1=O)CCCC2,0,1.5,2.1,1,4,2,0.4,-55,0.8

# An excerpt from further up, as a working copy:
canonical_smiles,Ba/F3 V617F tox,zfTRPN1 agonist,S1P4 agonist,S1P4 antagonist,EP2 modulator,BaF3 parental,TRPML3 ag,m-calpain inh,PERK inh
O=C(CN1CCc2ccccc2C1)Nc1ccc(Br)cc1,-4,-1.2,2.5,10,-48,0,0.0,27,0.0
Nc1nnc(CC(=O)N/N=C/c2ccc(-c3ccc(Cl)cc3Cl)o2)s1,1,0.5,1.4,-4,-16,-1,-0.2,-55,0.4

# Carrying on:
canonical_smiles,Ba/F3 V617F tox,zfTRPN1 agonist,S1P4 agonist,S1P4 antagonist,EP2 modulator,BaF3 parental,TRPML3 ag,m-calpain inh,PERK inh
CCCC(c1nnnn1CS(=O)(=O)c1ccc(C)cc1)N1CCN(c2ccc(F)cc2)CC1 (stereo not given),1,1.7,0.1,-18,-17,-1,0.4,-5,-0.2
COc1ccccc1NC(=O)Nc1nnc(CC(=O)Nc2ccccc2C)s1,1,0.5,-0.6,-23,-59,5,0.9,-30,-0.1
S=c1[nH]nc(-c2cccs2)n1/N=C/c1cccs1,0,-2.7,7.8,-10,6,8,0.5,-6,0.9
COC(=O)c1sccc1NC(=O)c1ccc(OC)c(OC)c1,8,-0.7,2.1,-8,-5,9,-0.8,-117,-2.0
CC(=O)c1cc2c(cc1N/C(=N/S(=O)(=O)c1ccc(Br)cc1)c1ccccc1)OCO2,0,-0.3,-0.4,-3,45,6,0.6,-164,0.9
O=C(NCCO)C1CCN(S(=O)(=O)c2ccc(F)cc2)CC1,3,0.0,1.9,-13,-5&-20,0,0.7,9,0.4
CC(=O)N1CCN(CC(=O)Nc2ccc(C)c(S(=O)(=O)N(C)C)c2)CC1,1,0.5,0.2,-15,8,0,0.0,-20,0.0
CCN(c1cccc(C)c1)C(C(=O)Nc1ccc(OC)cc1)c1cc2c(cc1[N+](=O)[O-])OCO2 (stereo not given),-5,-2.8,-1.0,3,30,3,-0.2,-60,0.0
Cc1ccccc1C1NS(=O)(=O)N=C1N (stereo not given),2,0.8,-0.4,11,27,-2,0.4,9,0.9
CC1Cc2ccccc2N1C(=S)Nc1cccc(S(=O)(=O)N(C)C)c1 (stereo not given),-1,0.6,0.4,5,-81,3,0.8,-9,0.3
CC(C)NC(=O)C1CCN(C2CCN(C(=O)/C=C/c3cccs3)CC2)CC1,-2,1.9,1.7,5,-20,-2,0.6,-9,0.1
CCNc1nc(NC(C)(C)C)nc(SC(C(C)=O)C(C)=O)n1,-2,0.8,-1.0,-10,33&-6,1,1.4,-24,1.0
O=C1c2[nH]nc(-c3ccccc3O)c2C(c2ccccc2F)N1Cc1ccco1 (stereo not given),-2,-1.3,0.1,1,10,2,0.3,-2,-0.4
Cc1cccc2sc(NC(=O)[C@@H]3CCCN3C(=O)c3cccs3)nc12,4,-2.5,1.0,-2,17,6,0.3,24,-1.0
CCNC(=S)Nc1cc(-c2ccc(Cl)cc2)[nH]n1,-1,0.7,1.6,0,-41,-1,0.2,-5,-1.8
COc1ccccc1C(=O)Nc1ccc(Oc2ncnc3sc(-c4ccccc4)cc23)cc1,0,-0.6,1.1,-9,22,4,0.5,-112,1.3
CC(=O)c1ccc(NC(=S)Nc2cccc(S(=O)(=O)Nc3c(C)n(C)n(-c4ccccc4)c3=O)c2)cc1,-4,0.4,1.1,-12,-71,0,0.3,-60,0.1
CCOC(=O)c1cc2n(n1)C(C(F)(F)C(F)(F)F)CC(C)N2 (stereo not given),-2,-1.4,1.0,-12,4,0,0.8,-1,0.4
Cc1ccc(CCNC(=O)C2CCCN(c3nc4ccccc4o3)C2)cc1 (stereo not given),0,-0.6,0.7,-3,-50,11,-0.2,6,-0.5
COc1ccc(N(Cc2cc3ccc(C)cc3[nH]c2=O)C(=O)C2CCCO2)cc1 (stereo not given),-2,1.3,1.0,-26,11,-1,-0.5,-14,-0.8
O=C(NC(Cc1c[nH]c2ccccc12)c1nnc2n1CCCCC2)c1cccs1 (stereo not given),-2,-2.1,-0.7,-18,12,4,-0.5,-13,1.3
COC(=O)c1ccc(NC(=O)c2ccco2)cc1,2,2.3,-1.6,1,-13,6,0.7,15,0.6
COc1ccccc1Nc1nc(=O)[nH]nc1C,2,-0.3,-1.1,-7,-2,7,0.5,-7,-0.5
CCOCC(=O)Nc1ccc(-c2cn3cccnc3n2)cc1,1,0.9,1.5,-4,1,4,1.0,i,1.4
CCCN(CC1COc2ccccc2O1)C(=S)Nc1ccc(C)cc1 (stereo not given),1,0.5,2.6,-10,-11,13,-0.2,37,0.9
Cc1ccc(S(=O)(=O)N/N=C/c2ccc(OCC(=O)Nc3ccccc3Cl)cc2)cc1,-3,-1.4,-1.3,-2,-24,-2,-0.7,-41,-1.0
COc1ccc(S(=O)(=O)N2CCCC(C(=O)NCc3ccncc3)C2)cc1 (stereo not given),-5,0.8,-1.0,-24,-32,-1,0.6,-18,0.8
CC1CN(/C(=N\S(=O)(=O)c2ccccc2)c2ccccc2)CC(C)O1 (stereo not given),2,-0.9,2.6,-21,-8,2,0.1,-8,-0.6
Nc1sc(-c2ccccc2)c(Cc2ccccc2)c1C(=O)O,0,1.8,1.4,-6,52,4,0.7,31,0.1
COc1cccc(NC(=O)C2CC(=O)N/C(=N/NC(=O)c3ccc(C)cc3)S2)c1 (stereo not given),0,0.1,0.1,4,-16,-1,0.9,-1,-0.1
CCN(CC)C(=O)CSc1nc(C)cc(C)c1C#N,-3,0.2,0.7,12,22,-1,0.4,-6,-0.3
Cc1nc2sc(C(c3ccco3)N3CCN(c4ccccc4)CC3)c(O)n2n1 (stereo not given),0,-1.0,1.3,3,/,6,-0.1,/,0.8
O=C(/C=C/c1ccc2c(c1)OCO2)Nc1nc2ccc(F)cc2s1,-2,2.6,0.0,-13,2,-2,0.7,13,0.0
O=C(NCCN1C(=O)S/C(=C/c2cccnc2)C1=O)C1CC(=O)N(Cc2ccccc2)C1 (stereo not given),0,0.2,2.0,-5,9,4,0.9,27,0.2
Cn1nc(-c2ccc(N3CCN(CCO)CC3)c([N+](=O)[O-])c2)c2ccccc2c1=O,-3,1.8,0.6,-31,-13,7,0.8,-12,-0.2
COc1ccc(NC(=O)COC(=O)c2c3c(nc4ccccc24)CCCC3)cc1Cl,1,0.2,2.1,-8,-32,5,0.3,-156,-2.0
O=C(Cn1sc2ccccc2c1=O)NC12CC3CC(CC(C3)C1)C2,0,-0.7,0.2,15,-50,1,0.4,-5,1.3
O=C(c1ccc(F)cc1)N1CCN(c2ccc([N+](=O)[O-])c(N3CCOCC3)c2)CC1,-2,-3.6,0.3,-8,24,8,-0.1,1,-0.1
Cc1ccc(NC(=O)CSc2ncn[nH]2)cc1,-5,-0.1,-2.9,-5,1,-4,0.2,-8,0.9
Cc1nc2c(C(F)(F)F)cccc2c2c1CCS2,3,-1.2,0.0,-2,14,5,0.7,-81,-0.1
N#Cc1cc2cc3c(cc2nc1N1CCOCC1)OCO3,-5,0.5,3.0,-21,-9&3,0,0.4,-453,0.8
